ROC1-CUL1 inh – inhibitors of human ROC1-CUL1 ubiquitin ligase activity | inhibition, % at 10 µM | in vitro K48 di-Ub FRET, acceptor:donor ratio, 45 min | hit rate 0.6% among 140,000; in the data active = inhibition above about 25%
Target sequence (P62877 whole entry, looked up): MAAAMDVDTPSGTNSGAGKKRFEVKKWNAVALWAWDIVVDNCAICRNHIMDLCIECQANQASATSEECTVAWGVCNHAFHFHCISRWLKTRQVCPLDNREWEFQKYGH
Target sequence (Q13616 whole entry, looked up): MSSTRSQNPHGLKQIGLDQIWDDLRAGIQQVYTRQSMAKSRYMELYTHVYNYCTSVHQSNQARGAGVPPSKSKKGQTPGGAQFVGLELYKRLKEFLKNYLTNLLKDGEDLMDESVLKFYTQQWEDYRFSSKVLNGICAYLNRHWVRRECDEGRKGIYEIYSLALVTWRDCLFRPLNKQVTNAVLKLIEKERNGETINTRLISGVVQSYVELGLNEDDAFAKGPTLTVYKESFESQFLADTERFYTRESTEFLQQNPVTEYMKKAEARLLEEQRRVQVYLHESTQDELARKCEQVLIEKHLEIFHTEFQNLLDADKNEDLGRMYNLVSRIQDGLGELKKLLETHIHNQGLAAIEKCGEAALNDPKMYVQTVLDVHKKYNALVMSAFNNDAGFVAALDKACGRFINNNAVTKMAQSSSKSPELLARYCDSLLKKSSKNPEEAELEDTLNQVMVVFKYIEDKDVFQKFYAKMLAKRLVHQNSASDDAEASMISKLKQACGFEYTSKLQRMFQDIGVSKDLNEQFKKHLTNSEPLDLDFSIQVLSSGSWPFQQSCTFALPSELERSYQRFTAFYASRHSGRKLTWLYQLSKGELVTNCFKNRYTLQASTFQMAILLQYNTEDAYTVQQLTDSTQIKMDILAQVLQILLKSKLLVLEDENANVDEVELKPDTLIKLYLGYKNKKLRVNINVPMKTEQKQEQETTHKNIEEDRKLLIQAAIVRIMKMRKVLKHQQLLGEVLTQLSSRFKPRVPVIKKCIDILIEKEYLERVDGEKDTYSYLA
Numbers without * were called inactive. Only part of the results is shown; the hit share may differ from the screen's.

canonical_smiles,ROC1-CUL1 inh
O=C(NC1CCCC1)N1CCN(c2ncccn2)CC1,1.6
CN1C(=O)COc2ccc(S(=O)(=O)NCc3ccccc3Cl)cc21,2.8
Cc1ccc2c(c1)C(=O)CC(CSc1nnc(NC(=O)c3ccccc3F)s1)=N2,-11.8
O=C1CC(c2ccc(Cl)cc2Cl)Nc2ccc3ccccc3c21 (stereo unspecified),8.0
COc1cccc2c1cc1c(=O)n(CC(=O)NC3CCCCC3)nc(C)n12,4.8
CCOc1ccc(CN2C(=O)c3ccccc3Sc3ccc(C(=O)NCCc4ccccc4)cc32)cc1,-4.9
CCSC(=O)Nc1nc(SCc2ccc(C#N)cc2)n[nH]1,-1.6
Cc1ccc(-c2cc(C(=O)Oc3ccccc3Cl)no2)cc1C,-4.7
CCN(CC)Cc1cc(CCNC(=O)c2ccc(Cl)cc2)ccc1O,7.7
O=C(c1coc(COc2cccc3cccnc23)n1)N1CCSCC1,-1.5

Part of the list above in order of number of heavy atoms, high to low.
canonical_smiles,ROC1-CUL1 inh
Cc1ccc2c(c1)C(=O)CC(CSc1nnc(NC(=O)c3ccccc3F)s1)=N2,-11.8
COc1cccc2c1cc1c(=O)n(CC(=O)NC3CCCCC3)nc(C)n12,4.8
CCN(CC)Cc1cc(CCNC(=O)c2ccc(Cl)cc2)ccc1O,7.7
CN1C(=O)COc2ccc(S(=O)(=O)NCc3ccccc3Cl)cc21,2.8
Cc1ccc(-c2cc(C(=O)Oc3ccccc3Cl)no2)cc1C,-4.7
CCSC(=O)Nc1nc(SCc2ccc(C#N)cc2)n[nH]1,-1.6
O=C(NC1CCCC1)N1CCN(c2ncccn2)CC1,1.6

(cont.)
canonical_smiles,ROC1-CUL1 inh
CCOc1ccc(CNC(=O)c2ccc(NC(=O)N3CCCCc4ccccc43)cc2)cc1OC,2.5
S=C(Nc1ccc(Cl)cc1)Nc1ccc(Br)cn1,-3.7
CCOC(=O)c1ccc(NC(=O)CC2Nc3cccc4cccc(c34)NC2=O)cc1 (stereo unspecified),13.4
Cc1nn(C)c2c1c(-c1ccccc1)cc(=O)n2CC(=O)NC(C)c1ccccc1 (stereo unspecified),7.2
c1ccn2c(SCc3ccc(CSc4nnc5ccccn45)cc3)nnc2c1,0.1
O=C1N(Cc2ccc(F)cc2)CCCC12CCN(Cc1cccnc1)C2 (stereo unspecified),-4.0
O=C(Nc1ccon1)c1ccc(S(=O)(=O)N2CCCC2)cc1,-0.3
CC(C)c1ccccc1OCC(=O)NNC(=S)NC(=O)c1ccc(C(C)(C)C)cc1,-7.3
CCCCSc1ncnc2c1sc1nc(N3CCOCC3)c3c(c12)CCCC3,0.1
CSc1nnc2c(n1)OC(c1ccccn1)N(C(=O)c1ccccc1)c1ccccc1-2 (stereo unspecified),-0.3
Cc1ccc(NS(=O)(=O)c2ccc3c(c2)NC(=O)CCS3)cc1C,-7.8
CSCCNC1CCN(c2ccc(CC(=O)NCc3ccccc3)cc2)CC1,2.8
COc1ccc(NC(=O)Cc2c(Sc3ccccc3)c3cc(OC)ccc3n2C)cc1,1.6
CCOc1cc(C(=O)N2CC(=O)Nc3ccc(C)cc3C2c2ccccc2)cc(OCC)c1OCC (stereo unspecified),-4.7
O=C(CN1CCN(c2ccccc2)CC1)Nc1cc(C(F)(F)F)ccc1Cl,-11.5
CCOC(=O)c1cnn(-c2ccc(Cl)nn2)c1N,-1.3
CC(Sc1nc(-c2ccccc2)cc(C(F)(F)F)n1)C(=O)Nc1cc(Cl)ccc1Cl (stereo unspecified),3.6
CN1CCC(N2CCC(Oc3cccc(C(=O)N4CCCCCCC4)c3)CC2)CC1,0.7
Cc1ccc(S(=O)(=O)Nc2ccc(-c3cn4ccsc4n3)cc2)c(C)c1,-2.7
O=C(Oc1cncc(Cl)c1)c1sccc1Cl,0.4
CCCNC(=O)c1nnn(-c2ccccc2OCC)c1C,0.8
Cc1csc(=NC(=O)c2ccccc2)n1C,-0.3
COc1ccc(OC)c(CCNC(=O)C(C)n2nc(C)c3c(C)n(-c4ccc(C)cc4)nc3c2=O)c1 (stereo unspecified),5.3
COc1ccc(-c2cc(C(F)F)n3ncc(C(=O)N4CCN(c5cccc(C(F)(F)F)c5)CC4)c3n2)cc1,-11.9
O=C1c2ccccc2NC(c2ccc(OCc3ccccc3)cc2)N1c1ccc(Br)cc1 (stereo unspecified),-3.0
Cc1nc2c(sc3nc4c(cc32)COC(C)(C)C4)c(=O)n1CCN1CCOCC1,6.5
Cn1nc2c(c1-c1n[nH]c(=S)n1N)CCCC2,-10.7
Cc1ccc(Cl)cc1NC(=O)Cn1c(=O)n(Cc2ccc(C(=O)NCc3ccc4c(c3)OCO4)cc2)c(=O)c2ccccc21,0.4
CC1CN(C(=O)c2csc3nc(-c4ccccc4Cl)cn23)CCN1C (stereo unspecified),17.5
Cc1cc(NC(=O)c2ccc3c(c2)C(=O)N(c2ccccc2-c2ccccc2)C3=O)no1,-9.0
CC(=O)c1cccc(NC(=O)c2cc(-c3ccc(Cl)s3)nc3ccccc23)c1,-7.7
COc1nc2nc(N)nc(N)c2nc1C,0.4
C=CCn1c(=O)c2c(nc3[nH]c(C)cn32)n(C)c1=O,-5.7
CCc1ccc(N=C2S/C(=C/c3ccccc3O)C(=O)N2CC)cc1,5.1
CC(=O)c1ccc(NC(=O)c2ccc(-n3cnnc3)cc2)cc1,1.9
CCOc1c(Br)ccc2c1sc1nc[nH]c(=O)c12,2.0
COc1ccc(C(=O)NC2CCCCC2)cc1C,-4.5
CCOC(=O)C1(Cc2ccccc2F)CCCN(C(=O)C2CCOCC2)C1 (stereo unspecified),7.3
COc1ccc(Nc2ncc3c(n2)CCN(Cc2cccc(F)c2F)C3)c(OC)c1,-7.1
O=C(C1CCN(c2ncnc3c2nc2n3CCCCC2)CC1)N1CCN(c2ccc(Cl)cc2)CC1,-4.8
O=c1/c(=C/c2ccccc2OCc2ccccc2)sc2n1C(c1ccc(Cl)cc1Cl)C1=C(N=2)c2ccccc2CC1 (stereo unspecified),-5.6
Cn1cc(S(=O)(=O)N2CCOCC2)cc1C(=O)Nc1cccc(C#N)c1,4.5
Cc1cccc(N2CCN(c3nc4ccccc4c(=O)n3-c3ccc(Cl)cc3)CC2)c1C,-0.4
CCC(=O)N1c2ccc(S(=O)(=O)N3CCN(c4ccccc4Cl)CC3)cc2CC1C (stereo unspecified),1.2
N/C(=N/N=C\c1ccccc1)SCc1ccc([N+](=O)[O-])cc1,-0.3
Cn1c(CNC(=O)c2ccccc2F)nnc1SCC(=O)Nc1ccc2ccccc2c1,4.0
Cc1cc(OC(C)C(=O)NC(C)C)cc(C)c1Cl (stereo unspecified),-1.3
CCCCNS(=O)(=O)c1ccc2nc(NC(=O)c3cccnc3)sc2c1,-1.9
COc1ccc2c(c1)C(C1CCN(C)CC1)Oc1ccc(F)cc1S2 (stereo unspecified),4.0
Cc1nn(Cc2ccccc2)c2nc(-c3ccccc3OCC(N)=O)[nH]c12,7.1

New compounds follow
canonical_smiles,ROC1-CUL1 inh
CC(=O)c1cnn(-c2cc(Oc3ccc(C)cc3)nc(-c3ccccc3)n2)c1C,6.1
O=C(NCc1cccs1)c1ccc2c(c1)N(Cc1cccc(F)c1)C(=O)c1ccccc1S2,4.6
Cc1ccc(Cn2c(CO)cnc2SCC(=O)NCc2ccccc2Cl)cc1,-4.0
Cc1nn(-c2ccccc2)c2nc(C3CC3)cc(C(=O)Nc3ccc(F)cc3)c12,-8.2
NC(=O)c1nnn(-c2ccccc2Cl)c1N,11.5
Cc1cc(C)cc(Nc2cc(C(=O)NC3CCC(C)CC3)c3ccccc3n2)c1 (stereo unspecified),-10.2
O=C(C1CCN(Cc2ccccc2)CC1)N1CCN(S(=O)(=O)c2ccccc2)CC1,-8.9
O=C(O)CC1N=C(Nc2nc3ccccc3s2)NC1=O (stereo unspecified),-5.8
CC(C)C(=O)N1CCN(Cc2ccco2)CC1,-2.3
Cc1cc(C)cc(Oc2nc3c(C)cccn3c(=O)c2/C=C(\C#N)c2nc3ccccc3[nH]2)c1,10.2
CN(C(=O)C1C=Nc2ccc(S(=O)(=O)Nc3cccc(C(F)(F)F)c3)cc2C1=O)C1CCCCC1 (stereo unspecified),12.5
COCc1c(C(=O)NCc2c(F)cccc2F)cnn1-c1nccc(-c2cc(C)sc2C)n1,3.4
CCn1c(=N)c(C(=O)NC2CCCCC2)cc2c(=O)n3cc(C)ccc3nc21,-0.5
N#CCCN1C(=O)COc2ccccc21,5.5
CC(C)CN(CCNC(=O)c1cn(C)c2ccc(S(=O)(=O)N3CCCCCC3)cc2c1=O)CC(C)C,1.7
Cn1ncc(Br)c1C(=O)Nc1nc2ccc(S(C)(=O)=O)cc2s1,-7.0
COc1ccc(NC(=O)C2C(C)=Nc3ncnn3C2c2ccc(C)o2)cc1 (stereo unspecified),-1.1
COc1ccc(-c2cc3nc(-c4ccccc4)cc(C(F)(F)F)n3n2)cc1,-1.9
C=CCN1N=C(c2ccc(NC(=O)c3ccccc3)cc2)CSC1=O,-0.1
CCCN1CCc2c(cnc(C)c2-c2noc(-c3ccc(=O)n(C)n3)n2)C1,9.0

The results go on:
compound,ROC1-CUL1 inh
CC(=O)Nc1ccnn1C1CCN(C(=O)c2ccccc2-n2cccn2)CC1,0.6
Cc1ccsc1CNc1cccc(C(=O)NCc2cc(=O)[nH]cn2)c1,-5.5
COc1ccc2c(C)cc(SCC(=O)Nc3ccc(Cl)c(C(F)(F)F)c3)nc2c1,0.5
CCC(=O)N1CCc2cc(CNS(=O)(=O)c3ccccc3F)ccc21,-2.0
O=[N+]([O-])c1cccc(S(=O)(=O)c2ccc(N3CCCCCC3)c([N+](=O)[O-])c2)c1,-2.1
Cc1cc(CC(Nc2ccccc2)c2ccccc2)on1 (stereo unspecified),-6.4
CC(c1ccccc1)C1c2c(n[nH]c2-c2ccccc2)OC(=N)C1C#N (stereo unspecified),9.8
COc1cc(OC)c(NS(=O)(=O)c2cc(-c3cnc(C4CC4)o3)ccc2C)cc1Cl,-1.7
Cc1sc(N2CCN(S(C)(=O)=O)CC2)nc1-c1ccccc1,0.6
COc1cc(CNC(=O)C2CCCN(C3CCN(C)CC3)C2)cc(OC)c1 (stereo unspecified),-2.3
Cc1noc(-c2ccc(NC(C)c3ccccc3)c([N+](=O)[O-])c2)n1 (stereo unspecified),2.5
Cc1ccc(C)c(N2CCN(S(=O)(=O)c3cnc(N)nc3)CC2)c1,-9.5
COc1ccc(C(=O)N2CCCC(CCC(=O)N3CCCC3)C2)cc1C (stereo unspecified),2.2
Cc1ccc2nc(SCC(=O)Nc3cccc(C(F)(F)F)c3)[nH]c2c1,7.2
Cn1cc(C(=O)N/N=C/c2ccccc2O)c([N+](=O)[O-])n1,-11.7
Cc1c(NC(=O)c2sc3c([N+](=O)[O-])cccc3c2Cl)cccc1-c1nc2ccccc2o1,-3.6
CC(=O)CC1N=C(C#N)C(C#N)N=C1C (stereo unspecified),-3.8
Cc1ccc2nc3c(cc(C(=O)N4CCOCC4)n3Cc3ccccc3)c(=O)n2c1,-8.3
CS(=O)(=O)Nc1nnc(C(F)(F)F)s1,0.2
Cc1ccc(S(=O)(=O)N2CCN(S(=O)(=O)N3CCOCC3)CC2)cc1C,-1.0
O=c1nc(N(c2ccccc2)c2ccccc2)[nH]c(=O)[nH]1,0.4
Brc1ccccc1/C=C\c1ccsc1,1.8
O=C(COc1ccccc1F)Nc1ccccc1C(=O)OCc1cc(=O)n2nc(C3CC3)sc2n1,-4.0
O=[N+]([O-])c1ncccc1OCc1c(Cl)cccc1Cl,3.0
COC(=O)c1ccc(C(=O)OC)c(NC(=O)c2ccc(C(=O)Nc3cc(C(=O)OC)ccc3C(=O)OC)cc2)c1,3.9
CCOc1ccccc1N1CC(c2nc3ccccc3n2CCCCOc2ccccc2)CC1=O (stereo unspecified),1.2
Cc1cccc(OCC(=O)N2CCC(C3CCN(CC(C)C)CC3)C2)c1 (stereo unspecified),-5.1
C=CCOc1ccc(C2C(C(=O)c3ccc(F)cc3)C(=O)C(=O)N2c2nnc(C)s2)cc1 (stereo unspecified),11.5
O=C(N/N=C/C=N/NC(=O)C1=NNC(c2ccccc2)(c2ccccc2)C1)C1=NNC(c2ccccc2)(c2ccccc2)C1,3.5
COc1ccc(C(=O)N2CCCC2)cc1S(=O)(=O)N1CCCCC1,4.0
Cc1cccc(-c2nnc(-c3ccc(NC(=O)CSc4ccccc4)cc3)o2)c1,-1.7
CCN1CCCC1CNCc1c(C(=O)N2CCOCC2)nc2ccccn12 (stereo unspecified),-5.3
CCN(CC)S(=O)(=O)c1ccc2c(c1)N(CC(=O)Nc1cccc(C)c1C)C(=O)C1CCCN21 (stereo unspecified),1.8
O=C1NC(c2cc3c(cc2Cl)OCO3)Nc2ccccc21 (stereo unspecified),9.2
CCN1CCC(N(Cc2cccc(OC)c2)C(=O)Nc2cccc(C)c2C)CC1,-5.6
CCCN1CCN(CC(=O)Nc2ccccc2OC)CC1,11.3
Cc1ccc2c(c1)Nc1nc3nonc3nc1N2,1.2
CN(C)C(CNc1nc(-c2cnn(C)c2)cnc1N)c1ccccn1 (stereo unspecified),18.9
COc1ccc(S(=O)(=O)NCCC2CCCN2C)cc1 (stereo unspecified),3.0
Cc1nn(C(C)C(=O)Nc2cccc(F)c2)c(=O)c2c1sc1ccccc12 (stereo unspecified),-10.3
O=C(Nc1noc2ccccc12)c1ccc(F)cc1,-4.6

Arranged by value in ROC1-CUL1 inh (rising): 4 from the list above
SMILES | ROC1-CUL1 inh
Cc1nn(C(C)C(=O)Nc2cccc(F)c2)c(=O)c2c1sc1ccccc12 (stereo unspecified) | -10.3
Cc1cccc(-c2nnc(-c3ccc(NC(=O)CSc4ccccc4)cc3)o2)c1 | -1.7
Cc1ccc2c(c1)Nc1nc3nonc3nc1N2 | 1.2
O=C1NC(c2cc3c(cc2Cl)OCO3)Nc2ccccc21 (stereo unspecified) | 9.2

High-throughput results deposited in PubChem by Icahn School of Medicine at Mount Sinai.
